STEP block = blocks human striatal-enriched tyrosine phosphatase; 360,000 compounds, 0.25% hits; recombinant STEP, OMFP fluorogenic substrate, fluorescence; AID 588621; inhibition, % at 20 µM;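 active = inhibition at 20 µM, scaled per plate between control wells, above about 37%, limit read from the data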;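 also: 0% = DMSO with enzyme and substrate and 100% = substrate only without enzyme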
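Also added – OMFP at 25 µM · Test system – STEP tyrosine phosphatase · Technique – FITC-channel fluorescence of OMFP product · Schedule – 20 min at room temperature, dark · Evaluation – control-normalized % inhibition with plate pattern correction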
DNMT1 block = inhibitors of human DNMT1; P26358; DNMT1 molecular beacon, Hinp1I cleavage, fluorescence; inhibition (reported as % activation of signal), % at 10 µM; 360,000 compounds, 0.83% hits; in the data active = inhibition above about 50%
Target sequence (P26358 504-1616 limits assumed): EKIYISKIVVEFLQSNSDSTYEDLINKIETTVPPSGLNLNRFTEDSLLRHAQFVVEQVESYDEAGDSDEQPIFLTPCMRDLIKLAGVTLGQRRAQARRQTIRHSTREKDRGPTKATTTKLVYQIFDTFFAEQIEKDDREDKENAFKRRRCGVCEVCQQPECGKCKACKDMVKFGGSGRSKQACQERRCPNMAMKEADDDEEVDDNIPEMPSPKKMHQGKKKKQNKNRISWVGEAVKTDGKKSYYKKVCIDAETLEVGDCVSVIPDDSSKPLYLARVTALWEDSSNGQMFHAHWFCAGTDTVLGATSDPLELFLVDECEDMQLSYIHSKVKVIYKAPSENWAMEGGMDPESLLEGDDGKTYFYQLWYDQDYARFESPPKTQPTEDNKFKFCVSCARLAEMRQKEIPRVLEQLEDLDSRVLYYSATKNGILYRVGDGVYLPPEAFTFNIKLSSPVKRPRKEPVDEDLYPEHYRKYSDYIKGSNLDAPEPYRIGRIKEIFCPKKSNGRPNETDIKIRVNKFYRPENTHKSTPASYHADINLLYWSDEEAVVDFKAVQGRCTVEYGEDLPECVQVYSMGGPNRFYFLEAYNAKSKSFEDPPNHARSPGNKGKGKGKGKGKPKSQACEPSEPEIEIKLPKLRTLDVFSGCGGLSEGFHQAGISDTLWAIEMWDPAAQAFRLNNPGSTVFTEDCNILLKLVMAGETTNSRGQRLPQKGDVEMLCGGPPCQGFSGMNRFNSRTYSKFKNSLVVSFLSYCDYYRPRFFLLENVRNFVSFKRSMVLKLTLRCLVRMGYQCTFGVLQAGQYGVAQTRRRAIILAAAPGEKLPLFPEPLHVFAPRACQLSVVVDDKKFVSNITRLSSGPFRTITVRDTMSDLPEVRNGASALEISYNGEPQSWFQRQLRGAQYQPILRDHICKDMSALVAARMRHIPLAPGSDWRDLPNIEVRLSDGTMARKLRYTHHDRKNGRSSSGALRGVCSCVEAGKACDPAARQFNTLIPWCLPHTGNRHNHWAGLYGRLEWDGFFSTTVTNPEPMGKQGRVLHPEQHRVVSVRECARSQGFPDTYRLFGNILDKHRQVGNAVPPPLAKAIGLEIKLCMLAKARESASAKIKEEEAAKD
NadD inh = NadD (S. aureus) enzyme inhibition; 360,000 compounds, 0.78% hits; inhibition, % at 20 µM; purified NadD enzyme, colorimetric absorbance read-out; in the data active = inhibition above about 26%; also: some compounds past the cut are filed as inactive
MsrA inhibitor = bovine MsrA inhibition; inhibition, % at 15.5 µM; purified bovine MsrA, absorbance read-out; 360,000 compounds, 0.75% hits; AID 651718; in the data active = inhibition above about 4.5%;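 also: 0% = vehicle wells with enzyme and 100% = reference inhibitor wells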
Tb MetRS inh = Trypanosoma brucei MetRS inhibition; AID 624268; 360,000 compounds, 0.4% hits; purified T. brucei MetRS, ATP depletion, Kinase-Glo luminescence; inhibition, % at 11.9 µM;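 active = inhibition above a per-plate cutoff of the control wells' mean inhibition plus 3 SD, cut at about 5.5% in these data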;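 also: 0% = DMSO wells median and 100% = median of wells with control inhibitor compound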
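Material: T. brucei methionyl-tRNA synthetase, purified; reagent: substrates ATP, L-methionine and bulk Escherichia coli tRNA; dosing: 11.9 µM single point; timing: 15 min plus 2 h at 25 °C; detection: luminescence of leftover ATP; evaluation: % inhibition; control set: DMSO-only wells as low control; replicates: singlicate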
CSN deneddyl inh = inhibitors of human CSN-mediated cullin deneddylation; inhibition, % at 12.5 µM; AID 651999; Purified CSN, SCF-Nedd8-OG deneddylation, fluorescence polarization; 360,000 compounds, 0.38% hits; Q92905;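 active = pattern-corrected inhibition above about 35%, with an unprinted fluorescence ratio check between 0.5 and 1.5, limit read from the data, passing the limit was not always enough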;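 also: 0% = enzyme with substrate and 100% = substrate without enzyme; some results filed as inactive read as strong as hits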
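Assay system: HEK293T-derived human Csn5 enzyme; quantity: 0.24 nM enzyme; medium: Tris/NaCl/DTT buffer, pH 7.5; also added: substrate SCFSkp2-Nedd8OG, 10 nM; doses: 12.5 µM compound; schedule: 90 min reaction at room temperature; signal: FP; read-out: % inhibition of substrate cleavage by Csn5; benchmarks: substrate-only high control, full reaction low control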
SUMO1-SIM PPI = alters human SUMO1 binding to SIM partners; inhibition, % at 20 µM; SUMO1 binding to a labelled peptide, TR-FRET, 1 h; AID 602429; 360,000 compounds, 0.33% hits; P63165; in the data active = inhibition above about 37%
Rpn11 inh = inhibitors of human proteasome Rpn11; O00487; calls only at 20 µM; human 26S proteasome, Ub4-pepOG fluorescence polarization; 20S core pre-blocked with epoxomicin; 360,000 compounds, 0.59% hits;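 active = inhibition at 20 µM, scaled to each plate's controls, above about 33%, limit read from the data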
Scp-1 inhibitor = blocks human Scp-1 phosphatase activity | Recombinant Scp1, phosphopeptide, malachite green phosphate absorbance | AID 493091 | 340,000 compounds, 0.88% hits | inhibition, % at 20 µM | Q9GZU7;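 active = inhibition above about 50% at 20 µM, limit read from the data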;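 also: plate controls were DMSO wells with enzyme for no effect and wells lacking enzyme for full effect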
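Test system: SCP-1 phosphatase catalytic domain, residues 76-261 | Compound dosing: One concentration, 20 µM, with 1.0% DMSO | Schedule: 45 min room-temperature reaction, 5 min colour, 30 min stabiliser | Detection: Absorbance at 630 nm | Read-out basis: % inhibition of SCP-1 phosphate liberation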
LMPTP inh = LMPTP (human) inhibition; 360,000 compounds, 0.22% hits; recombinant LMPTP-A, OMFP fluorogenic substrate, fluorescence intensity; inhibition, % at 20 µM; P24666;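 active = compounds that cut the enzyme signal by at least half of the control window in the single-dose screen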;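 also: plate controls were DMSO wells with enzyme plus substrate for no effect and substrate without enzyme for full effect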
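Assay system: LMPTP-A enzyme. Input: 0.625 nM LMPTP-A final. Probe or stimulus: 400 µM OMFP. Compound dosing: single 20 µM dose. Schedule: 50 min dark incubation at room temperature. Detection: fluorescence intensity of OMFP turnover product. Read-out: percent inhibition versus substrate-only and uninhibited controls. Benchmarks: no-enzyme low control, uninhibited high control.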
* = called active by the depositor; i = inactive; x = no result given.

Value order – STEP block	DNMT1 block	NadD inh	MsrA inhibitor	Tb MetRS inh	CSN deneddyl inh	SUMO1-SIM PPI	Rpn11 inh	Scp-1 inhibitor	LMPTP inh
- CCOC(=O)[C@@H]1[C@H]2COc3ccc(Br)cc3[C@H]2N2C(=O)N(c3ccc(C(F)(F)F)cc3)C(=O)[C@]12C
→ 0	-7	-3	0.3	-0.2	-2	3	i	-14	1.0
- COc1ccc(S(=O)(=O)ON=C2CC(C)(C)N(C(C)=O)C(C)(C)C2)cc1
→ 1	14	4	0.9	-1.5	0	2	i	6	-0.6
- N#Cc1cccc(NC(=O)CN2C(=O)NC(Cc3ccccc3)C2=O)c1 (centres undefined)
→ -1	0	2	1.1	2.5	1	-5	i	-6	-0.3
- COc1ccc(CCCc2nnc(SCc3nc4ccccc4c(=O)[nH]3)n2C)cc1C
→ 2	3	-1	-0.8	-1.1	-1	2	i	1	-0.6
- O=C(CSc1nnc(-c2ccco2)n1Cc1ccccc1)OC1CCCCC1
→ -1	5	0	1.0	-1.0	3	15	i	-4	-0.3
- Cc1nnc(NC(=O)CCC(=O)NCc2cccs2)s1
→ 1	4	-1	-1.0	-1.7	0	-7	i	3	-1.8
- CCn1c(=O)n(CC)c2cc(S(=O)(=O)N3CCc4ccccc43)ccc21
→ 0	-4	-6	1.4	-0.6	-2	-1	i	-9	0.7
- CC(=O)Nc1cc2cc(NS(=O)(=O)c3ccc(Cl)cc3)ccc2oc1=O
→ -2	5	2	0.1	-0.9	-7	-7	i	-17	1.2
- COC(=O)Cc1ccc(NC(=S)NCCCN2CCOCC2)cc1
→ 4	1	3	1.3	-0.7	-5	-4	i	1	-3.7
- COc1nc(N/N=C/c2cc3c(cc2Br)OCO3)nc(N2CCOCC2)n1
→ 0	2	4	-0.3	-1.9	-4	-9	i	1	0.8
- CC(C)NC(=O)CSc1nc2ccccc2n1-c1ccccc1
→ 3	7	-3	1.9	-0.1	1	-2	i	0	-0.5
- Cc1cccc(C(=O)O/N=C(\N)c2ccc(Br)cc2)c1
→ 1	-2	-1	0.0	0.2	6	-1	i	-15	-0.2
- O=C(CN1CCCC1)N1CCCc2c1c(=O)oc1ccc(OCc3ccccc3)cc21
→ 0	2	5	2.6	-1.6	3	-13	i	2	2.1
- O=C(NCCN1CCCC1)C1CCN(S(=O)(=O)N2CCC3(CC2)OCCO3)CC1
→ 1	-2	9	-1.2	-0.8	3	-7	i	-3	-0.1
- COc1ccc(-c2cc(C(F)F)n3ncc(C(=O)N4CCCCC4)c3n2)cc1
→ -2	-3	-1	0.4	-0.2	4	-14	i	-5	-0.3
- O=C(CCNC(=O)c1ccc(Br)cc1)NCCCSc1ccccc1
→ 0	0	-4	1.0	-0.5	4	-5	i	-5	-0.3
- COc1cc(NC(=O)COC(=O)c2ccc(C)c(S(=O)(=O)N3CCCCC3)c2)c(C)cc1[N+](=O)[O-]
→ -5	1	3	1.4	0.4	3	-2	i	11	1.5
- Cc1ccccc1C(=O)Nc1nnc(-c2ccc(F)cc2)o1
→ 2	0	10	0.6	0.7	0	7	i	-12	-1.0
- COc1ccc(NC(=O)C2Cc3c(-c4cccc(C(C)=O)c4)ccnc3O2)cn1 (centres undefined)
→ -3	-1	0	-0.1	-0.2	-3	-1	i	x	0.1
- Cc1ccc2oc(=O)cc(CN3CCN(Cc4ccccc4)CC3)c2c1
→ -1	1	-6	0.2	-0.7	-2	5	i	-4	0.3

An excerpt from above, limited to STEP block, Tb MetRS inh and CSN deneddyl inh:
structure | STEP block | Tb MetRS inh | CSN deneddyl inh
Cc1nnc(NC(=O)CCC(=O)NCc2cccs2)s1 | 1 | -1.7 | 0
COc1ccc(S(=O)(=O)ON=C2CC(C)(C)N(C(C)=O)C(C)(C)C2)cc1 | 1 | -1.5 | 0
Cc1ccc2oc(=O)cc(CN3CCN(Cc4ccccc4)CC3)c2c1 | -1 | -0.7 | -2

Continued.
Value order – STEP block	DNMT1 block	NadD inh	MsrA inhibitor	Tb MetRS inh	CSN deneddyl inh	SUMO1-SIM PPI	Rpn11 inh	Scp-1 inhibitor	LMPTP inh
- C/C=C(\C)C(=O)NCCN1C2=NC[C@H](C(C)C)N2C[C@H]1Cc1ccc(O)cc1
→ 1	10	-9	-0.5	-0.4	0	-4	i	4	-0.9
- Cc1cccn2c(=O)c3cc(C(=O)NCc4ccco4)c(=N)n(C4CCCCC4)c3nc12
→ 1	6	-1	x	-0.3	5	-22	i	2	2.6
- CC(C)C(=O)Nc1cccc(NC(=S)NC(=O)c2ccc([N+](=O)[O-])cc2)c1
→ -1	-8	-7	0.1	0.0	3	-4	i	-9	4.9
- O=C(c1ccccc1)c1cc(Cl)ccc1N1C(=O)C=CC1=O
→ -1	-3	7	-1.4	-0.1	-5	-1	i	-1	0.3
- C/C(=C\C(=O)c1ccccc1)NNc1nc2ccccc2s1
→ 0	7	-7	1.1	-1.8	-2	-3	i	-14	1.0
- CCCS(=O)(=O)NC(=O)C1(C)CCN(C(=O)c2snnc2C)C1 (centres undefined)
→ -4	5	1	-0.6	0.1	-3	-2	i	x	-1.1
- NC(=S)Nc1cc2ccccc2c2ccccc12
→ 0	11	6	0.5	0.0	-3	-2	i	-4	0.4
- CCOc1cc(CNC2CCCC2)c(Cl)cc1OCC(=O)Nc1ccccc1
→ 0	-3	-9	0.3	-0.4	2	1	i	-5	0.7
- Cc1cc(C(=O)Nc2ccccc2N2CCOCC2)no1
→ -2	0	-4	0.8	0.4	-2	4	i	-11	-0.9
- COc1ccc(NC(=O)CSc2ccc3nnc(-c4cccnc4)n3n2)c(OC)c1
→ 1	-8	-2	0.5	0.2	1	-1	i	-5	-0.1
- O=S(=O)(c1ccc(-c2csc(-c3cccnc3)n2)cc1)N1CCCC1
→ 1	-3	-1	-0.9	-0.4	-1	-16	i	-2	1.2
- CCOc1ccc(-c2nc(S(=O)(=O)c3ccccc3)c(NC)o2)cc1
→ 11	1	3	-0.6	-0.2	1	-37	i	-4	1.4
- CCN(CC)S(=O)(=O)c1ccc(N2CCOCC2)c(NC(=O)Cc2ccccc2)c1
→ -2	2	4	-0.2	-0.6	-4	-2	i	-10	0.9
- Cc1ncc(CN2CCC(n3nccc3NC(=O)c3ccccc3)CC2)s1
→ 2	0	-5	0.7	-0.4	3	-2	i	-8	1.6
- CC1(C)NC(=O)N(CC(O)CN(Cc2ccccc2)Cc2ccccc2)C1=O (centres undefined)
→ 3	-4	-5	0.1	-0.1	-1	-2	i	-2	-0.6
- O=C(O)CSc1nnc(-c2ccccc2)c(-c2ccccc2)n1
→ 0	-1	0	1.4	0.0	5	-15	i	-11	-0.5
- Cc1ccccc1Cn1cc(NC(=O)c2nc3ncccn3n2)cn1
→ -2	-5	-5	0.8	-0.8	0	0	i	-3	0.1
- O=S(=O)(c1ccc(F)c(F)c1)N1CCN(Cc2ccc3c(c2)OCO3)CC1
→ -5	-2	-2	-0.3	-0.3	-1	-2	i	10	0.4
- O=C1c2ccc([N+](=O)[O-])cc2C(=O)N1c1ccc(Cl)cn1
→ -3	0	-6	0.8	0.4	5	-20	i	-1	-1.6
- CC(C)(C)OC(=O)N1CCN(C(=O)c2[nH]cnc2C(=O)NCC(=O)OCc2ccccc2)CC1
→ -2	4	0	0.4	-0.3	-1	3	i	6	-1.4
- Cc1ccc(N2C(=O)N(Cc3ccccc3C)c3ccccc3S2(=O)=O)cc1
→ -3	0	-3	0.0	-0.2	-2	4	i	-8	1.8
- Cc1n[nH]c(C)c1S(=O)(=O)N1CCCC(C(=O)NCc2ccc(F)cc2)C1 (centres undefined)
→ -2	-3	-8	0.6	-0.3	8	1	i	-10	-2.3
- CCOc1ccc2nc(SCC(=O)Nc3ccc4c(c3)OCO4)sc2c1
→ 0	7	-13	0.5	-0.3	-2	2	i	-1	2.0
- CC1Cc2cc(-c3csc(N)n3)ccc2O1 (centres undefined)
→ 1	-7	0	1.2	-0.4	2	0	i	-6	0.3
- COc1ccc(Cn2c(=O)[nH]c3cc(C(=O)NCc4ccc5c(c4)OCO5)ccc3c2=O)cc1
→ -1	10	6	-0.6	0.2	-2	-1	i	-4	0.7
- Cc1ccc(OCC(COCc2ccccc2)NC(C)C)cc1 (centres undefined)
→ 1	5	-9	-0.7	0.1	-2	0	i	-3	-1.2
- CCOC(=O)C1=C(CCc2ccccc2)NC(=O)NC1c1ccc2ccccc2c1 (centres undefined)
→ -4	-2	5	0.4	-0.2	-1	-2	i	-6	2.6
- Cc1ccc(NC(=O)COC(=O)c2ccco2)cc1
→ -3	-2	8	-1.0	0.3	-4	-2	i	-4	-1.3
- CCN(CC(=O)Nc1c(F)cccc1F)C(=O)c1cccc(S(=O)(=O)N2CCc3ccccc3C2)c1
→ -2	-2	-5	2.7	-0.6	-1	4	i	-6	-0.4
- Oc1ccc(-c2csc(Nc3ccccn3)n2)cc1O
→ 2	-4	3	-1.5	-1.0	10	3	i	19	8.1
- O=C(NCC1CCCO1)c1cnn2c1NC(c1ccccc1)CC2C(F)(F)F (centres undefined)
→ -3	1	0	1.4	-0.4	4	-5	i	2	0.2
- CC(=O)Nc1cccc2c1Cc1cc([N+](=O)[O-])ccc1-2
→ -1	-1	-2	3.1	0.2	1	-44	i	0	1.2
- CC(C)Sc1ncnc2c1cnn2-c1ccccc1
→ 0	2	-13	-0.7	-0.6	1	4	i	-8	2.9
- Cc1cccc(C)c1NC(=O)NS(=O)(=O)c1ccccc1
→ -2	9	1	-1.0	0.5	2	-1	i	x	-1.1
- CC(=O)O[C@H]1CC(=O)OC(C)(C)C2CC(=O)[C@]3(C)C(CC[C@@](C)([C@@H](O[C@@H]4O[C@H](CO)[C@@H](O)[C@H](O)[C@H]4O)c4ccoc4)[C@@]34O[C@@H]4C(=O)O)[C@]21C (some centres undefined)
→ -1	-3	6	-0.2	0.6	-2	-9	i	-1	-1.7
- CCOC(=O)c1c(C)oc2c1c(C(c1cccnc1)N1CCCCC1)c(O)c1ccccc12 (centres undefined)
→ 2	-19	14	2.5	-1.2	1	-10	i	4	4.2
- CN(C(=O)c1ccccn1)c1nnc(-c2ccccn2)s1
→ 0	1	2	-0.6	-0.3	-2	9	i	-8	0.2
- O=S(=O)(c1ccc(Cl)s1)N1CCN(Cc2ccccc2)CC1
→ 0	0	-8	2.5	-0.6	-5	3	i	0	0.7
